Tau fluor counter: counter-screen for tau fibril formation inhibitors | hit rate 0.93% among 280,000 | tau K18 P301L Alexa594 fluorescence, heparin fibrillization | Potency, µM (highest dose often 57.7 µM), without a hit: at the highest dose activity change, negative = decrease; also: nearly all actives have a fitted effect of over 55% in size
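Human tau K18 P301L (15 uM unlabeled, 0.24 uM Alexa 594-labeled) in 100 mM sodium acetate pH 7 with 20 uM heparin, 6 hr at 37 C. ThT 30 uM added, 1 hr ambient; Alexa 594 FP and total fluorescence read at 555/632 nm.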
Tau fibril FP: blocks human tau fibril formation measured by polarization; K18 P301L tau heparin fibrillization, Alexa594 FP, 6 h; Potency, µM (series often up to 57.7 µM), without a hit: top-dose activity, negative = inhibition, actives largely listed as inhibitors; hit rate 0.39% among 280,000; also: nearly all actives have a fitted effect of over 55% in size
Target sequence (P10636 561-689 P618L limits assumed): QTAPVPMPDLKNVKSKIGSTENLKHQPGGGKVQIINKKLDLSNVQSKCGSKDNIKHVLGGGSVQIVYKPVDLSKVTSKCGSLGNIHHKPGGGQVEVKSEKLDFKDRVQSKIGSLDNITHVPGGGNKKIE
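Steps: dispense K18 P301L tau (15 uM plus 0.24 uM Alexa 594 tracer, final) in pH 7 sodium acetate; add compound; add heparin (20 uM final); incubate 6 hr, 37 C; add ThT (30 uM final); after 1 hr ambient, read FP.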
Tau fibril ThT: tau fibrillization inhibition (ThT binding) | P10636 | Potency, µM (top dose mostly 57.4 µM), for inactives: at the top dose activity, negative = inhibition, actives largely listed as inhibitors | hit rate 2.1% among 270,000 | recombinant tau K18 P301L (four-repeat tau fragment), heparin-induced fibrillization, ThT fluorescence; also: nearly all actives have a fitted effect of over 55% in size
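Heparin-induced (20 uM) aggregation of recombinant human K18 P301L tau, 15 uM unlabeled with 0.24 uM labeled, pH 7 acetate buffer, 6 hr at 37 C with compound. Fibrils quantified by 30 uM ThT fluorescence after 1 hr ambient incubation.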
* marks the source's active call; other numbers are inactive results; ? = inconclusive; [ ] = another dose, or the depositor's remark. Calls follow the shape of the dose curve; as a rule, active = well fitted curve in the direction sought with a large enough effect; inconclusive = small, poorly fitted or top-dose-only effect, or another doubt; inactive = no such curve, though single readings can be large; an effect the other way counts as inactive or inconclusive. % is scaled to controls: 0 for no effect and ±100 for the full control effect; potency is read from the fitted curve at half-maximal effect. Not all compounds are listed (hit frequency here may not be typical).

The line under a structure holds: Tau fibril FP	Tau fibril ThT	Tau fluor counter
COCCNC(=O)c1ccc2c(c1)NC(=O)C(CS(=O)(=O)Cc1ccc(F)cc1Cl)N2 (stereo not drawn)
→ ?	?	3%
CCCSc1nc(=O)c2c(n1C)NC(=O)CC2c1cccc(F)c1F (stereo not drawn)
→ 1%	7%	1%
COc1cc(CN2CCc3nc(N4CCN(c5ccccc5F)CC4)ncc3C2)ccc1OC(C)C
→ 9%	-10%	11%
O=C(Cn1c(=O)nc(-c2ccccc2)c2ccccc21)NCCc1ccccc1
→ 0%	-2%	-1%
Cc1cc(Cl)ccc1NC(=O)CSc1nc2c(c(=O)[nH]1)CCC2
→ -5%	1%	-1%
O=S(=O)(Nc1ccc(-c2ccc(N3CCCCCC3)nn2)cc1)c1cccc(C(F)(F)F)c1
→ 2%	-10%	?
O=S(=O)(Nc1ccc(-c2ccc(N3CCCC3)nn2)cc1)c1ccc(C(F)(F)F)cc1
→ -4%	-12%	-28%
Cc1cccc(-n2c(=O)c3c(c4cc(C)ccc4n3C)n(CC(=O)Nc3ccc(C)c(C)c3)c2=O)c1
→ 0%	11%	1%
Cc1nn(-c2ccc(N3CCOCC3)nn2)c(C)c1CCC(=O)NCc1ccccc1
→ 4%	-5%	5%
Cc1cc(=O)n(CC(=O)N2CCCc3ccccc32)c2c1c(C)nn2-c1cccc(F)c1
→ 5%	2%	2%
Cc1ccc(CSc2nc3c([nH]c4ccccc43)c(=O)n2C)cc1
→ -8%	-5%	-11%
COc1cccc(NC(=O)CSC2=Nc3ccccc3N=C(c3ccc(F)cc3)C2)c1
→ -18%	-4%	?
Cc1c(C(=O)Nc2cccc(C#N)c2)sc2nc3n(c(=O)c12)CCCCC3
→ -3%	-15%	-18%
CCc1ccc(OCC2c3cc(OC)c(OC)cc3CCN2C(=O)c2ccc(S(=O)(=O)N3CCCC3)cc2)cc1 (stereo not drawn)
→ 13%	-5%	1%
COc1ccc(N2CCN(C(=O)CCn3nc(C)c(S(=O)(=O)N4CCCC4)c3C)CC2)cc1
→ 1%	-9%	-7%
Cc1ccc(NC(=O)CSc2nc3nccnc3c(=O)n2CCc2c[nH]c3ccccc23)cc1
→ 5%	-13%	-11%
CCOc1ccc(Sc2cc(C(=O)NCc3ccc(F)cc3)c3ccccc3n2)cc1
→ -11%	15%	-10%
Cc1ccc(NS(=O)(=O)c2ccc3[nH]c4c(c3c2)CCCCCC4)cc1
→ ?	-12%	11µM*[quencher]
COc1ccc(-c2cccc(NS(=O)(=O)c3ccc(C)s3)c2)nn1
→ 0%	-1%	-12%
Cc1ccc(C)c(N2CCN(Cc3csc(C)c3C)CC2)c1
→ 5%	-3%	-9%
O=C(NCc1ccc(F)cc1)C1CCN(C(=O)c2ccc(-n3ccc4ccccc43)s2)CC1
→ -14%	-7%	-9%
COc1ccc(CNC(=O)Cn2c(=O)c3cccn3c3cccnc32)cc1
→ -11%	-10%	-14%
CCOC(=O)c1cccc(NC(=O)c2ncoc2-c2ccco2)c1
→ 0%	1%	-11%
CCCN1CCc2nc(N3CCN(c4ncccn4)CC3)ncc2C1
→ 1%	?	3%
O=C(Nc1ccccc1)N(Cc1cccc(Cl)c1)c1ccccn1
→ ?	-4%	-27%
COc1ccc(-c2cnn3c(C)cc(C)nc23)cc1OC
→ 5%	?	-12%
CC(=O)Nc1ccccc1-c1nc2ccccc2n(CC(=O)c2ccc(Br)cc2)c1=O
→ 3%	-10%	-10%
CCOc1ccc(NC(=O)Cc2ccc(-n3c(C)nc4cccnc43)cc2)cc1
→ 3%	-12%	-18%
Cc1cccc(C(=O)NCC(c2cccs2)S(=O)(=O)c2cccs2)c1 (stereo not drawn)
→ -10%	0%	-7%
COc1ccc(CNC(=O)c2ccc(N3CCCC3)c(NC(=O)NCc3ccc(C)cc3)c2)cc1
→ 7%	?	?
CCOc1ccc(CC(=O)Nc2ccc3nc(N4CCCCC4)cc(C)c3c2)cc1OCC
→ ?	?	?
COc1cccc(N2CC(NC(=O)Cc3cccs3)CC2=O)c1 (stereo not drawn)
→ -2%	-5%	-2%
O=C(Nc1ccc(F)cc1F)c1cnn(-c2ccc(F)cc2)c1-n1cccc1
→ -1%	8%	2%
COc1ccc(-c2nc3sc(CCNC(=O)C(=O)Nc4cc(F)ccc4F)c(C)n3n2)cc1
→ ?	-5%	-3%
Cc1cc(C)cc(NC(=O)CSc2nc(=O)n(Cc3ccccn3)c3c2CCC3)c1
→ -10%	-15%	-12%
COc1ccc(N2CCN(C(CNS(=O)(=O)c3c(C)cc(C)cc3C)c3ccco3)CC2)cc1 (stereo not drawn)
→ 11%	?	?
CCOC(=O)N1CCC2(CC1)OC(=O)C(C)=C2C(=O)NCc1ccc(C)cc1
→ 2%	2%	-1%
Cc1ccc(C)c(NC(=O)Cn2c(SCC(=O)NCc3ccccc3)nc3ccccc32)c1
→ -6%	-4%	-1%
COc1ccc(N2CCN(C(=O)c3c(C)oc4nc(C)nc(N5CCCC5)c34)CC2)cc1
→ 3%	-7%	-6%
CCOc1ccc(-c2nc(CSCC(=O)NCc3ccc(C)cc3)c(C)o2)cc1
→ -3%	?	-9%
Cc1ccc(-n2c(SCC(=O)Nc3cccc(Cl)c3)nc3n[nH]c(C)c3c2=N)cc1
→ -14%	8%	-15%
COc1ccc(C2C=C(c3ccccc3)Nc3nc(NC(=O)c4ccc(C)cc4)nn32)cc1 (stereo not drawn)
→ -2%	-8%	-14%
COc1ccc(CCNc2ncnc3c2nnn3C)cc1OC
→ -1%	1%	7%
CC1=C(c2ccc(C)c(C)c2)S(=O)(=O)N=C1N1CCC(C(=O)NCc2ccc(N(C)C)cc2)CC1
→ 8%	?	-12%
COCCCNC(=O)Nc1cc(C(=O)NCc2ccc(OC)cc2)ccc1N1CCCC1
→ 6%	4%	0%
Cc1ccccc1Nc1nn2c(=O)c3ccc(C(=O)NCCc4ccc(Cl)cc4)cc3nc2s1
→ ?	?	-24%
O=C(Nc1cc(F)ccc1F)c1ccc2c(c1)nnn2C1CCCC1
→ -1%	-2%	-7%
Fc1ccc(-c2noc3ncnc(NC4CCCCC4)c23)cc1
→ -5%	-8%	-21%
O=C(CCc1ccccc1)N(Cc1cccnc1)c1nc2c(F)cc(F)cc2s1
→ -1%	-6%	-12%
COc1ccc(-c2cc(C(=O)NCc3ccccc3)c3c(-c4ccccc4)[nH]nc3n2)cc1
→ -14%	3%	-4%
Cc1cc2c(cc1S(=O)(=O)CCC(=O)N1CCN(c3ccccc3)CC1)OCC(=O)N2
→ 8%	?	-14%
Cc1ccc(CNc2ncnc3onc(C)c23)cc1
→ 4%	-5%	-3%
CCCNC(=O)CSc1nc(-c2ccc(OC)cc2)cc(C(F)(F)F)n1
→ ?	6%	2%
Cc1ccc(C)c(NC(=O)N2CCN(C(=O)c3nsc4ccccc34)CC2)c1
→ -1%	6%	2%
Cc1ccc(S(=O)(=O)c2nnn3c2nc(N2CCN(c4cccc(C)c4C)CC2)c2ccccc23)cc1C
→ 0%	-3%	0%
CCCCOc1ccc(OC(=O)c2sc3ncn(Cc4cccc(F)c4)c(=O)c3c2C)cc1
→ ?	-2%	-20%
O=C(CSc1nc2ccccc2c2nc(-c3ccccc3)nn12)Nc1ccc(F)cc1
→ -8%	5%	-5%
Cn1c(SCc2ccccc2Cl)nc2c([nH]c3ccccc32)c1=O
→ ?	-7%	-13%
Cc1cccc(-n2c(SCC(=O)Nc3ccccc3Cl)nc3n[nH]c(C)c3c2=N)c1
→ -10%	-6%	?
COc1cc(NC(=O)c2nn(-c3ccc(F)cc3)c(=O)n(C)c2=O)cc(OC)c1OC
→ 3%	1%	1%

Next part
The line under a structure holds: Tau fibril FP	Tau fibril ThT	Tau fluor counter
COc1cccc(C(=O)Nc2ccc3nc(SCC(=O)N4CCc5ccccc54)sc3c2)c1
→ ?	?	-18%
CCOC(=O)c1c(C)sc(-c2c(-c3ccccc3)[nH]c3[nH]c(=O)[nH]c(=O)c23)c1O
→ 4%	?	6.3µM*[quencher]
Cc1c(Cl)cccc1-n1ncc(C(=O)NCc2cccs2)c1C1CCN(C(=O)OC(C)(C)C)CC1
→ -1%	-12%	-17%
CCOC(=O)Cn1c(=O)n(CC2CCCO2)c2nc(-c3ccccc3)nc(C(N)=O)c21 (stereo not drawn)
→ -2%	1%	-13%
COc1ccc(C(CC(=O)Nc2ccc(F)c(Cl)c2)N2Cc3ccccc3C2=O)cc1OC (stereo not drawn)
→ -13%	3%	?
O=C(CSc1nc2sc3c(c2c(=O)[nH]1)CCCC3)Nc1ccccc1F
→ -4%	-4%	4%
CC1Cc2cc(S(=O)(=O)CCC(=O)Nc3ccc(OC(F)(F)F)cc3)ccc2N1C(=O)C1CC1 (stereo not drawn)
→ -14%	3%	-20%
O=S(=O)(Nc1ccc(-c2ccc(N3CCCCC3)nn2)cc1)c1ccc(OC(F)(F)F)cc1
→ ?	?	?
CC1CCCN(c2ncnc3c2nnn3C)C1 (stereo not drawn)
→ -4%	-13%	-5%
CCOc1ccc(-c2nnc(SCC(=O)NC3CCCCC3)nc2-c2ccc(OCC)c(OC)c2)cc1OC
→ -8%	7%	7%
CCN(CC)c1ccc(NS(=O)(=O)c2ccc(-c3coc(C)n3)cc2)c(C)c1
→ 8%	?	?
COc1ccc(OC)c(Nc2ncnc3c2cnn3-c2cccc(Cl)c2)c1
→ 6%	?	?
CC(=O)c1ccc(NC(=O)CSC2=Nc3ccccc3N=C(c3ccc(F)cc3)C2)cc1
→ ?	6%	-29%
CCOc1ccc(CNC(=O)c2ccc(Sc3ccc(C)cc3)c(N)c2)cc1OC
→ 9%	8%	?
CCN1CCN(C(c2ccc(F)cc2)c2c(O)cc(C)n(CCOC)c2=O)CC1 (stereo not drawn)
→ -12%	?	-4%
COc1ccc(Cc2nc3ccc(C(=O)NCc4ccc(OC)cc4OC)cc3o2)cc1
→ 9%	-16%	-26%
COc1ccc(CNC(=O)c2cccc(N3CCCS3(=O)=O)c2)cc1
→ -16%	3%	-15%
COc1ccc(S(=O)(=O)Nc2cccc(-c3ccc(N4CCCC4)nn3)c2)cc1F
→ -3%	4%	?
Cc1ccccc1OCC(=O)NCC(c1ccc(Cl)cc1)N1CCOCC1 (stereo not drawn)
→ 3%	0%	-11%
O=S(=O)(c1ccc(F)cc1)N1CCC(n2c(C(F)(F)F)nc3cccnc32)CC1
→ -3%	3%	-5%

Some values from above:
Entry for `Cc1nn(-c2ccc(N3CCOCC3)nn2)c(C)c1CCC(=O)NCc1ccccc1` under Tau fluor counter: 5%
Entry for `COc1ccc(-c2cccc(NS(=O)(=O)c3ccc(C)s3)c2)nn1` under Tau fluor counter: -12%
Entry for `CCOC(=O)N1CCC2(CC1)OC(=O)C(C)=C2C(=O)NCc1ccc(C)cc1` under Tau fluor counter: -1%
Entry for `COc1ccc(OC)c(Nc2ncnc3c2cnn3-c2cccc(Cl)c2)c1` under Tau fibril FP: 6%
Entry for `CCOc1ccc(NC(=O)Cc2ccc(-n3c(C)nc4cccnc43)cc2)cc1` under Tau fluor counter: -18%
Entry for `Cc1ccc(NC(=O)CSc2nc3nccnc3c(=O)n2CCc2c[nH]c3ccccc23)cc1` under Tau fluor counter: -11%

Three entries already listed, arranged by SMILES length, low to high.
The line under a structure holds: Tau fibril FP	Tau fibril ThT	Tau fluor counter
O=S(=O)(c1ccc(F)cc1)N1CCC(n2c(C(F)(F)F)nc3cccnc32)CC1
→ -3%	3%	-5%
COc1ccc(C(CC(=O)Nc2ccc(F)c(Cl)c2)N2Cc3ccccc3C2=O)cc1OC (stereo not drawn)
→ -13%	3%	?
CCOC(=O)Cn1c(=O)n(CC2CCCO2)c2nc(-c3ccccc3)nc(C(N)=O)c21 (stereo not drawn)
→ -2%	1%	-13%

(next part)
The line under a structure holds: Tau fibril FP	Tau fibril ThT	Tau fluor counter
CCOC(=O)C1CCN(C(c2ccccc2)c2c(O)cc(C)n(Cc3ccco3)c2=O)CC1 (stereo not drawn)
→ -5%	?	-3%
CCOC(=O)c1[nH]c(C)c(CCC(=O)Nc2cc(Cl)ccc2C)c1C
→ 0%	1%	0%
Cc1cc(C)cc(NC(=O)c2cc(S(=O)(=O)N3CCc4ccccc43)cn2C)c1
→ 9%	5%	?
COc1cc(OC)cc(C(=O)Nc2ccc(S(=O)(=O)N3CCCCC3c3cccnc3)cc2)c1 (stereo not drawn)
→ 0%	1%	?
Cc1ccc(NC(=O)C2CCN(c3nnc(C)c4c(C)n(-c5ccccc5)nc34)CC2)c(Cl)c1
→ -1%	-2%	-2%
Cc1ccc2c(c1)N(C(=O)Nc1cccc(C)c1C)CCO2
→ ?	9%	-2%
Cc1ccccc1CSc1nc2c([nH]c3ccccc32)c(=O)n1C
→ -8%	2%	-5%
COc1cccc(C(=O)Nc2ccc(-c3nc4ccc(C)cc4s3)cc2)c1OC
→ -9%	?	-14%

Screening results (PubChem)
